LYP phosphatase: PTPN22 lymphoid phosphatase activity blockers – biochemical, fluorescence intensity, uHTS (AID 1779). inhibition, % at 11.5 µM; hits with a dose series show IC50 in µM. 0.054% of 290,000 active. recombinant LYP phosphatase, fluorescence intensity; higher % means a stronger effect; in the data active = inhibition above about 50%;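 note: plate controls were vehicle with enzyme for no effect and no enzyme for full effect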
GPR55 activation: selective activators of receptor GPR55 – imaging, U2OS cells, beta-arrestin-GFP redistribution, primary screen (AID 1961). U2OS GPR55 beta-arrestin-GFP redistribution imaging; higher % means a stronger effect. one-dose activation, % at 10 µM; EC50 in µM for titrated hits. 0.048% of 290,000 active;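 active = activation above 40% with more than 50 cells counted in the well; inconclusive = wells holding fewer than 50 cells, flagged as toxic or sparse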;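 note: U2OS osteosarcoma cells stably expressing GPR55 and beta-arrestin-GFP; plate controls were DMSO negative control for no effect and LPI positive control for full effect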
NTR1 agonist: NTR1-driven beta-arrestin-GFP spot formation – imaging, U2OS cells, high content, primary screen (AID 493036); agonist mode; 0.17% of 330,000 active; activation, % at 20 µM; P30989;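 active = activation at or above 40% of the spot to cytoplasm intensity ratio, with at least 20 cells analyzed; inconclusive = wells under 20 cells, flagged as cytotoxic or low count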;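 note: 0% = DMSO without peptide and 100% = 100 nM NTR1 peptide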
Target sequence (P30989 whole entry, looked up): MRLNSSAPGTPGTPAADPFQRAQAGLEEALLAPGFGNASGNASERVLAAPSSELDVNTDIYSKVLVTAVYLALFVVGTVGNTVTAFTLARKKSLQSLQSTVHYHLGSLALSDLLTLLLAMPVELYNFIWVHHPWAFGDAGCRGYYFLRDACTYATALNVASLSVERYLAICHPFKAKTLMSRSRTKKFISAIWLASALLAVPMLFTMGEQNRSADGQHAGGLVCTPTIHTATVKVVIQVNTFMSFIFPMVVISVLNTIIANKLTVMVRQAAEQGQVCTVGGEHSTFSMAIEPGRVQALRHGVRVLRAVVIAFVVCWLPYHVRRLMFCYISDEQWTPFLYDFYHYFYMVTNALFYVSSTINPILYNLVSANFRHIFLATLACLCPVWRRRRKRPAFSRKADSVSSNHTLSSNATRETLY
Large T inhibition: TAg ATPase/helicase activity blockers – biochemical (AID 1903) | SV40 large T antigen ATPase/helicase inhibition assay; higher % means a stronger effect | inhibition, % at 20 µM; hits with a dose series show IC50 in µM | 0.39% of 310,000 active; in the data active = a potency from the dose series; inconclusive = inhibition mostly from about 32% at the one dose, without a potency; inactive = the rest, 99 in 100 with inhibition below about 32%; note: strong numbers were not always called active
GPR35 arrestin U2OS: GPR35 antagonists blocking zaprinast-driven arrestin recruitment, primary screen, imaging, U2OS, beta-arrestin-GFP, zaprinast agonist (AID 2058); U2OS GPR35 beta-arrestin-GFP translocation imaging, zaprinast antagonism; higher % means a stronger effect; 0.052% of 290,000 active; inhibition, % at 10 µM; hits with a dose series show IC50 in µM;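 active = inhibition of at least 50% with at least 30 cells and total cytoplasm GFP at most 10,000,000; inconclusive = under 30 cells or total GFP of 10,000,000 plus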
T cell modulator: T cell immune modulation candidate. 0.068% of 330,000 active. calls only at 7 µM. 2C CD8+ T cell-vesicle binding, flow cytometry; hits give low values;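 active = response, share of CD8 T cells binding vesicles, and their 90th percentile fluorescence all below set limits, cut at about 80% in these data, passing the limit was not always enough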
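material = purified 2C TCR transgenic mouse naive CD8+ T cells | controls = Unloaded micro-vesicles (low), QL9 vesicles with 0.7% DMSO (high) | detection = cytometric PE anti-B7-1 and Alexa647 anti-CD8 signals after 1% paraformaldehyde fixation | incubation = binding step 1.5 h, 37 °C, antibody labelling 20 min, ice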
MgcRacGAP inhibition: MgcRacGAP GTPase-activating activity inhibitors, confirmation, biochemical, ADP Hunter fluorescence. MgcRacGAP-stimulated Rac1 GTP hydrolysis, ADP Hunter fluorescence; higher % means a stronger effect; GST-tagged Rac1 F28L mutant substrate. 0.6% of 340,000 active. one-dose inhibition, % at 30 µM; IC50 in µM for titrated hits;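 active = first-screen hits whose inhibition reached a set limit at any dose in the follow-up dose series; inconclusive = inhibition above the set first-screen limit but never retested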;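 note: fluorescence reports GDP produced by GAP-driven GTP hydrolysis; strong numbers were not always called active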
Lipid droplet: hepatic lipid droplet formation modulation; AML12 mouse hepatocytes, oleate lipid droplets, BODIPY imaging; inhibition, % at 6.5 µM; 0.4% of 240,000 active;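 active = lipid droplet intensity inhibited by at least 50%, with more than 500 cells counted; inconclusive = wells with under 300 cells, treated as cytotoxic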
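Test system: AML12 hepatocytes (mouse); reagent: oleate loading, 100 µM; dosing: one dose, 6.5 µM compound; incubation: overnight exposure; signal: fluorescence imaging, 20x objective, two fields per well; read-out basis: % inhibition of corrected integrated BODIPY droplet signal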
GPR55 LPI antagonism: GPR55 antagonists blocking LPI-driven arrestin recruitment, primary screen, imaging, U2OS, beta-arrestin-GFP, LPI agonist (AID 2013). U2OS GPR55 beta-arrestin-GFP translocation imaging, LPI antagonism; higher % means a stronger effect. inhibition, % at 10 µM; hits with a dose series show IC50 in µM. 0.13% of 290,000 active;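 active = spots per cell inhibited over 60%, with over 100 cells counted and total cytoplasm intensity under 500,000; inconclusive = wells with under 100 cells, flagged as likely toxic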;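 note: U2OS cells stably carrying GPR55 and arrestin-GFP stimulated by 5 µM LPI near EC80; imaged beta-arrestin-GFP aggregate spots per cell after agonist stimulation; plate controls were LPI-stimulated DMSO wells for no effect and DMSO wells without LPI for full effect; some results filed as inactive read as strong as hits; confirmed hits need IC50 under 10 µM and bright autofluorescent wells are also inconclusive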
Lipid droplet cells 6.5 µM: also measured in Lipid droplet; calls as there; cell count; measured here: cell count, cytotoxicity flag;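 cells counted across two imaged fields per well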
T cell modulator vesicle-bound %: further read-out of T cell modulator, marked with its call; double positive events, %; measured here: CD8+ vesicle-bound cell fraction;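 binding gate set so that unloaded-vesicle control wells show 10% double positive cells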
NTR1 agonist cell count 20 µM: further read-out of NTR1 agonist, marked with its call; cell count; measured here: cell count, cytotoxicity flag
Starred values were filed as active, the others as inactive; i = inactive; ? = inconclusive; · = no result given.

SMILES	LYP phosphatase	GPR55 activation	NTR1 agonist	NTR1 agonist cell count 20 µM	Large T inhibition	GPR35 arrestin U2OS	T cell modulator	T cell modulator vesicle-bound %	MgcRacGAP inhibition	Lipid droplet	Lipid droplet cells 6.5 µM	GPR55 LPI antagonism
O=C(O)c1ccc(S(=O)(=O)c2ccc3c(c2)C(=O)N(c2ccc(Br)cc2)C3=O)cc1	-4%	-0.2%	-0.3	47	11%	-5%	i	27	8%	17	813	8%
COc1ccccc1-c1cc(C(=O)NN)[nH]n1	-8%	-0.1%	-0.9	56	14%	1%	i	62	·	12	668	-1%
O=C(/C=C/Nc1ccccc1F)c1cccs1	-1%	0.2%	3.4	59	20%	-7%	i	42	-5%	7	525	0%
O=C(O)CSc1nnc2c(n1)[nH]c1ccccc12	5%	-0.4%	-0.4	50	14%	6%	i	66	5%	12	683	3%
CON1C(=O)C(=O)N(OC)C2CCCCCC21 (stereo not given)	-1%	0.2%	0.8	47	27%	-8%	i	10	-1%	3	615	13%
COc1ccc(CNC(=O)CCS(=O)(=O)c2cc3c(cc2Cl)NC(=O)CO3)cc1	-10%	-0.3%	0.1	58	2%	-5%	i	11	-5%	-1	677	-22%
Cc1occc1C(=O)NNC(=O)NC12CC3CC(CC(C3)C1)C2	1%	-0.1%	0.3	26	9%	1%	i	33	4%	1	723	-2%
CCC1ON(c2ccccc2)C2c3nc4ccccc4n3CC12 (stereo not given)	2%	-0.2%	-1.1	80	-1%	-17%	i	41	8%	·	·	0%
CC1(C)SC(=S)N(/N=C/c2cccnc2)C1N(O)C(=O)NC1CCCCC1 (stereo not given)	-4%	-0.1%	-0.1	60	7%	-1%	i	20	6%	-13	794	0%
COc1cccc(-c2cc(C(=O)Nn3cnnc3)c3ccccc3n2)c1	0%	-0.2%	-0.4	52	2%	12%	i	23	4%	·	·	11%
Cn1c2ccccc2c2c(C(=O)NCc3ccco3)cn(C3CCCCC3)c(=O)c21	-3%	0.0%	4.3	53	8%	16%	i	63	3%	-1	773	-6%
CC1(Br)C2CCCC1C2S(=O)(=O)c1ccccc1 (stereo not given)	-6%	-0.2%	-0.2	50	6%	4%	i	40	7%	-28	567	-1%
O=S(=O)(Nc1cccnc1)c1ccc(Cl)cc1	-10%	-0.1%	-0.9	90	10%	3%	i	25	-6%	3	770	5%
COC(=O)C1C2C=CC3(CN(CC4CCCO4)C(=O)C13)O2 (stereo not given)	-7%	0.1%	-0.1	54	2%	3%	i	24	-3%	2	687	4%
O=C1OCCC1Sc1nc2ccccc2[nH]1 (stereo not given)	-7%	0.2%	0.0	66	5%	-2%	i	10	-2%	·	·	13%
Cc1c(NC(=O)C(C)OC(=O)CC2Sc3ccccc3NC2=O)c(=O)n(-c2ccccc2)n1C (stereo not given)	-4%	0.2%	0.0	88	-7%	3%	i	24	5%	·	·	-16%
C#CCn1c(=NC(=O)c2cccs2)sc2cccc(OC)c21	-2%	-0.1%	4.5	58	1%	-5%	i	26	5%	·	·	8%
CC1(C)C(=O)Nc2ccccc2N1C(=O)COC(=O)c1ccc(Cl)c(S(=O)(=O)NCc2ccccc2)c1	10%	0.0%	6.0	71	7%	-8%	i	60	14%	-4	746	31%
COc1ccc(-c2nnn(CC(=O)N(CC(=O)NCCC(C)C)Cc3cccs3)n2)cc1OC	-1%	0.6%	2.5	67	?	-7%	i	50	11%	·	·	19%
Cc1nn(CC(=O)NCc2ccc(-n3cccn3)cc2)c(C)c1[N+](=O)[O-]	-8%	0.0%	2.4	65	9%	-2%	i	26	3%	2	707	1%
COc1ccccc1N1CCC(N2CCN(CC(C)(C)C)C(CCO)C2)CC1 (stereo not given)	-2%	-0.1%	1.0	69	1%	6%	i	58	9%	0	775	-5%
CCSc1nnc(NC(=O)C2Cc3ccccc3CN2S(=O)(=O)CC)s1 (stereo not given)	1%	-0.2%	0.8	78	29%	-9%	i	50	8%	4	617	5%
Cc1ccc2c(CN(C)Cc3cccc(F)c3)cc(=O)oc2c1C	-5%	0.6%	9.7	100	-4%	-6%	i	60	6%	-1	867	8%
NC(=O)CCn1c(C(=O)c2ccc(Cl)cc2)c2ccccc2[n+]1[O-]	-8%	-0.1%	-1.6	58	11%	0%	i	28	10%	-14	808	-2%
O=C(NCc1ccc(F)cc1)C1CCN(C(=O)Nc2ccc(F)cc2)CC1	-13%	0.3%	-1.1	39	0%	4%	i	16	8%	-9	760	-18%

Sorted by value in LYP phosphatase (low to high): some entries from above
| Compound | LYP phosphatase |
| --- | --- |
| COc1ccccc1-c1cc(C(=O)NN)[nH]n1 | -8% |
| CC1(C)SC(=S)N(/N=C/c2cccnc2)C1N(O)C(=O)NC1CCCCC1 (stereo not given) | -4% |
| COc1ccc(-c2nnn(CC(=O)N(CC(=O)NCCC(C)C)Cc3cccs3)n2)cc1OC | -1% |

(listing goes on)
SMILES	LYP phosphatase	GPR55 activation	NTR1 agonist	NTR1 agonist cell count 20 µM	Large T inhibition	GPR35 arrestin U2OS	T cell modulator	T cell modulator vesicle-bound %	MgcRacGAP inhibition	Lipid droplet	Lipid droplet cells 6.5 µM	GPR55 LPI antagonism
O=C(COc1ccc2ccccc2c1Br)NC(=S)Nc1cccc(CO)c1	-6%	0.1%	5.9	38	8%	-11%	i	44	8%	5	723	10%
O=S(=O)(NCc1cc(-c2ccc(Cl)cc2)no1)c1ccccc1	-2%	0.0%	0.9	97	-1%	-11%	i	10	3%	·	·	28%
O=C(CC1Oc2ccccc2NC1=O)NCc1ccc(Cl)cc1 (stereo not given)	-10%	0.3%	-0.3	46	17%	2%	i	52	5%	·	·	5%
COC(=O)Cn1cc(C(=O)OC)c2ccccc21	-1%	0.3%	2.6	96	8%	-1%	i	22	9%	-18	560	-6%
CC1CCN(CCCNS(=O)(=O)c2cc(Br)cc3c2N(C(=O)C2CC2)CC3)CC1	-11%	-0.2%	-0.6	42	3%	10%	i	22	8%	0	774	4%
Cc1nn(Cc2ccc(C(=O)Nc3nc4c(C)cccc4s3)o2)c(C)c1Br	3%	0.0%	15	50	0%	2%	i	49	9%	·	·	-13%
O=C(Nc1ccc(F)cc1)Nc1cccnc1	-8%	-0.3%	·	·	3%	-3%	i	55	4%	32	643	-10%
c1ccc(-c2nnc(N3CCCC3)nc2-c2ccccc2)cc1	-6%	-0.1%	6.1	107	·	-4%	·	·	8%	13	809	0%
O=C(CCCOc1ccccc1)Nc1nc2ccccc2[nH]1	-7%	-0.5%	1.4	53	6%	32%	i	45	12%	-22	620	9%
O=[N+]([O-])c1cccc(CN2CCC(Cc3ccccc3)CC2)c1	-9%	-0.2%	-0.3	55	5%	-3%	i	48	17%	-2	812	1%
O=C(C1CCCN(Cc2nc(-c3cccs3)no2)C1)N1CCOCC1 (stereo not given)	-11%	0.3%	-0.2	50	7%	2%	i	31	0%	7	702	-7%
O=C(O)c1ccc(/C=C/c2ccc3cccc(O)c3n2)cc1	13%	0.2%	1.1	100	?	9%	·	·	10%	4	720	6%
CN1CCN(C(=S)c2ccc(-c3cc(Cl)ccc3Cl)o2)CC1	-3%	0.3%	4.8	53	11%	-5%	i	16	12%	-11	682	-9%
CCC(C)(C)C(=O)Nc1cc([N+](=O)[O-])ccc1F	-11%	1.1%	1.1	45	8%	-13%	i	41	3%	-1	702	1%
CC(C)C(OC(=O)C1=Cc2ccccc2OC1)C(=O)NC1CCCC1 (stereo not given)	1%	1.4%	-0.2	65	31%	-10%	i	9	6%	12	674	8%
Cc1ccc(-c2cc(-c3ccccc3)c(C#N)c(Br)n2)cc1	-2%	0.2%	2.0	46	15%	6%	i	34	-2%	8	677	13%
Cc1ccc(C)c(S(=O)(=O)N2CCCC2CNC(=O)C(=O)NC2CCCCCC2)c1 (stereo not given)	·	·	0.5	45	22%	·	i	59	3%	·	·	·
Cc1scc(C(=O)NNC(=S)NC(C)c2ccccc2)c1C (stereo not given)	-3%	0.8%	-0.7	47	2%	-4%	i	33	12%	8	733	10%
O=C(CCN1CCc2ccccc2C1)Nc1ccccc1F	-5%	-0.5%	-0.4	62	-7%	-11%	i	43	0%	-3	703	4%
Cc1cc([N+](=O)[O-])ccc1NC(=O)C(C)N1CCN(c2ccccn2)CC1 (stereo not given)	-5%	0.6%	-0.1	47	·	0%	i	24	7%	-2	657	17%
CCc1nc2ccccc2c(C(=O)OCC(=O)N2CC(C)OC(C)C2)c1C (stereo not given)	·	·	1.3	68	5%	·	i	36	1%	·	·	·
Cc1cn(C(=O)C(C)N2C(=O)c3ccccc3C2=O)c(C)n1 (stereo not given)	-12%	-0.1%	-0.8	50	7%	15%	i	64	3%	7	778	2%
O=C(CNC1CCCCC1)Nc1ccc(Cl)cc1	-9%	1.2%	0.9	59	12%	-4%	i	48	2%	10	770	2%
CCCC(=O)Nc1ccc(-c2ccc(NC(=O)CCC)cc2)cc1	-3%	-0.3%	0.9	49	-2%	-10%	i	53	5%	-4	585	-4%
Cc1c(NS(=O)(=O)c2cccc(C(=O)NCc3ccncc3)c2)c(=O)n(-c2ccccc2)n1C	-3%	0.3%	1.5	46	15%	-5%	i	12	7%	-1	768	11%
CN(Cc1ccco1)S(=O)(=O)c1nnc(NC(=O)c2ccccc2)s1	-2%	-0.2%	-0.2	64	37%	2%	i	49	7%	-3	708	-1%
N#Cc1ccc(/C=C/C(=O)c2ccco2)cc1	-6%	-0.3%	14	98	14%	4%	i	2	8%	-6	651	-10%
Cc1ccc2c(c1)N(C(=O)NC1CCCCC1)C(C)(C)CC2C (stereo not given)	1%	0.0%	0.0	39	9%	16%	·	·	9%	7	701	7%
COc1cc(/C=N/NC(=O)c2ccoc2C)cc(OC)c1O	-3%	0.2%	-1.3	80	34µM*	-7%	i	6	22%	14	706	-12%

Screening results (PubChem BioAssay)
